LMNA splice mod = LMNA splicing modulation; Potency, µM (doses to about 46.1 µM), for inactives: at the top dose ratio change, negative = inhibition, actives largely listed as inhibitors; hit rate 0.01% among 200,000; HeLa LMNA splicing GFP/RFP minigene ratio, 48 h; active = well fitted inhibition curve with a large enough effect in the signal ratio, with a control signal flat, not every such curve was filed as active; inconclusive = small, poorly fitted or top-dose-only effect, or effect the other way, or a change in a side signal; the % refers to the signal ratio; also: potency is read from the fitted curve at half-maximal effect; % is scaled to controls: 0 for no effect and ±100 for the full control effect
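S3 HeLa cells stably expressing lamin A-EGFP splicing minigene plus DsRed2, 600 cells/well, 48 h compound exposure at 37C. Laser-scanning cytometry; analysed as GFP (500-530 nm)/RFP (575-640 nm) total intensity ratio; 0.5% DMSO vehicle.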
GAA inh = blocks human lysosomal alpha-glucosidase | purified human GAA, 4-MU-alpha-glucoside fluorescence | Potency, µM (series often up to 76.9 µM), inactives show top-dose activity change, negative = inhibition, most hits filed as inhibitors | hit rate 0.005% among 200,000 | AID 1466;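 also: potency is read from the fitted curve at half-maximal effect; plate controls were uninhibited enzyme wells for no effect and no-enzyme background for full effect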
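Fluorescence at Ex 365/Em 440 nm from 4-methylumbelliferone reported enzyme activity after 20 min at room temperature. Reactions used 4 nM enzyme and 400 uM substrate at pH 5.0; curves fitted with the Hill equation.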
HTT aggregate = reduces HttQ103-GFP aggregates in PC12 cells; PC12 HttQ103-GFP aggregates, Acumen cytometry, 40 h; Potency, µM (titrated, usually from 46.1 µM), inactives show top-dose activity change, negative = inhibition, usual class: inhibitors; hit rate 1.1% among 220,000; AID 1688; also: potency is read from the fitted curve at half-maximal effect; % is scaled to controls: 0 for no effect and ±100 for the full control effect; nearly all actives have a fitted effect of over 60% in size
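Using laser scanning cytometry, GFP-positive aggregates were counted after lysis of PC12 cells induced with 100 nM tebufenozide to express HTT exon 1 Q103–GFP. Compounds were tested in titration.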
HTT cytoprotect = protects HTT-Q103 PC12 cells, measured by ATP. hit rate 0.14% among 230,000. Potency, µM (top dose mostly 56.4 µM), inactives show cytoprotection (ATP increase), usual class: activators. PC12 HTT-Q103 induced, cytoprotection, ATP luminescence, 40 h. AID 1471;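 also: potency is read from the fitted curve at half-maximal effect; % of control where 0% means no effect; nearly all actives have a fitted effect of over 45% in size; toxic huntingtin expression switched on by the ecdysone agonist tebufenozide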
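Rat PC12, Q103 Htt exon1-GFP fusion, ecdysone promoter; tebufenozide inducer 100 nM final; compound titration; qHTS, 1500 cells/well; ATPlite luminescent read.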
CBFb-RUNX1 inh = blocks binding between human CBF-beta and RUNX1; 230,000 tested, under 10 active; Q01196+Q13951; AlphaScreen CBFb-His/RUNX1-biotin binding, biochemical; Potency, µM (doses to about 59.8 µM), for the others: top-dose activity, negative = inhibition, usual class: inhibitors; also: % of control where 0% means no effect
Target sequence (Q01196 whole entry, looked up): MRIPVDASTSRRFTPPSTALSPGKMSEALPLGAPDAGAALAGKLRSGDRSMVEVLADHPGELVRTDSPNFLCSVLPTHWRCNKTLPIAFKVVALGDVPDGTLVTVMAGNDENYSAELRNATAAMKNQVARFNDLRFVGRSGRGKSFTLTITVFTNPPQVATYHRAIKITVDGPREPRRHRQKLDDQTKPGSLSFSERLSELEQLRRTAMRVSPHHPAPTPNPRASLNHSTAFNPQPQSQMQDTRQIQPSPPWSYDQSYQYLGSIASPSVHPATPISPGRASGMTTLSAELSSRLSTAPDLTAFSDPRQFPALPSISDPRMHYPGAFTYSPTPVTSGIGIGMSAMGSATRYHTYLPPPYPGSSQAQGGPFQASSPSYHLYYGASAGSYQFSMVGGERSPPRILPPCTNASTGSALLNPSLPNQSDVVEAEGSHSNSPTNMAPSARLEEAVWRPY
Target sequence (Q13951 whole entry, looked up): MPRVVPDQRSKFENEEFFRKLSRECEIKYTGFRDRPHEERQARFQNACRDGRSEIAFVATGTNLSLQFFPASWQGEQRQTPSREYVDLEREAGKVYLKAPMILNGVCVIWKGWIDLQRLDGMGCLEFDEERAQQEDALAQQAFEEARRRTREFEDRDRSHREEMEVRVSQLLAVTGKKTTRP
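CBF-beta (His) and RUNX1 (biotin), 30 nM each; 20 min preassociation; + compound, 15 min; + beads 50 ng each (Ni, streptavidin), 90 min; RT; AlphaScreen read.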
aGlu spleen mod = inhibits or activates alpha-glucosidase in human spleen homogenate; hit rate 0.006% among 240,000; human spleen homogenate, 4-MU-alpha-glucoside fluorescence; Potency, µM (doses to about 79.9 µM), inactives show top-dose activity change, negative = inhibition, hits mostly inhibitors; P10253; AID 2112;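 also: potency is read from the fitted curve at half-maximal effect; 0% = enzyme with vehicle and -100% = no enzyme basal signal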
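Enzyme source: human spleen homogenate, 1 ug/well. Buffer 50 mM citric acid/K phosphate pH 5.0, 0.01% Tween-20. 4-MU-alpha-glucoside 1 mM; 37 C x 40 min; NaOH/glycine stop; fluorescence.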
GAA glycogen mod = inhibitors or activators of human alpha-glucosidase glycogen cleavage. P10253. hit rate 0.38% among 300,000. Potency, µM (series often up to 76.4 µM), without a hit: at the top dose activity change, negative = inhibition, most hits filed as inhibitors. recombinant GAA, glycogen substrate, Amplex Red glucose oxidase fluorescence;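 also: potency is read from the fitted curve at half-maximal effect; 0% = full enzyme reaction and -100% = no-enzyme basal signal; the screen sought inhibitors and activators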
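qHTS, 1536-well; enzyme 4 nM final; cpd up to 77 uM; substrate bovine liver glycogen 30 ug; 50 mM citrate/phosphate pH 5.0, 0.01% Tween-20; 37 C, 40 min; Amplex Red detection 45 min RT; Hill fit → AC50.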
* hit, by the source's call; ? = inconclusive; nt = not tested or not shown; [ ] = remark or other dose. Unless noted, calls follow the shape of the dose curve; as a rule, active = well fitted curve in the direction sought with a large enough effect; inconclusive = small, poorly fitted or top-dose-only effect, or another doubt; inactive = no such curve, though single readings can be large; an effect the other way counts as inactive or inconclusive.

SMILES	LMNA splice mod	GAA inh	HTT aggregate	HTT cytoprotect	CBFb-RUNX1 inh	aGlu spleen mod	GAA glycogen mod
COc1ccc(OC(C)C(=O)N2CCN(c3ccccn3)CC2)cc1 (stereo not drawn)	-3.3%	-0.3%	-2.7%	-2.1%[0.074 µM]	3.4%	-2.9%	4.3%
Nc1c(C(=O)NCc2ccco2)nnn1Cc1ccccc1	-0.7%	-2.1%	9.9%	-18.2%	-3.6%	-6.3%	3.6%
CC(=O)Cn1c(N2CCC(Cc3ccccc3)CC2)nc2c1c(=O)[nH]c(=O)n2C	4.6%	1.6%	-7.2%	-29.8%	-1.0%	4.1%	10.2%
CCC(CC)N1CCN(CC2CC=CCC2)CC1 (stereo not drawn)	-8.8%[46 µM]	-3.8%	9.6%	-20.7%	10.8%	-5.1%	0.5%
Cc1cc(C(=O)CSc2nnc(-c3cccnc3)n2-c2ccccc2)c(C)n1CC1CCCO1 (stereo not drawn)	20.6%	3.5%	-20.7%	-11.8%	-1.3%	-2.5%	6.2%
CCOC(=O)c1sc(NC(=O)CSc2nc3c(c(=O)n2-c2ccc(C)cc2)SCC3)c(C(=O)OCC)c1C	?	-5.0%	-2.3%	nt	15.4%[2.36 µM]	-20.8%	-13.1%
Cn1c(=O)c2c(nc(SCC(=O)NCc3ccc4c(c3)OCO4)n2Cc2ccccc2)n(C)c1=O	-9.4%	-1.7%	-23.3%	-6.2%[10 µM]	15.5%	-7.0%	-0.7%
CN(C)c1ccc(NC(=O)CN2CCC(O)(c3ccccc3)CC2)cc1	6.4%[46 µM]	-5.6%	-18.7%[9.22 µM]	-13.9%[10 µM]	-2.8%	8.3%	10.9%
Cn1c(SCC(=O)N2CCCc3ccccc32)nc2ccccc2c1=O	?	-14.1%	7.94µM*	-50.4%[inhibitor][10 µM]	-2.2%	4.0%	5.5%
N#CCCn1c(=O)c(-c2cccs2)nc2cnc(Nc3ccccc3)nc21	?	nt	nt	-12.4%	nt	-6.5%	nt
O=C(N/N=C/c1c[nH]c2ccccc12)c1ccn(Cc2ccc(Cl)cc2)n1	9.3%[0.0737 µM]	-7.2%	-0.3%	-6.9%	-6.9%	-12.8%	-4.7%
Cn1c(SCc2ccc(C#N)cc2)nnc1-c1ccccc1	-3.4%	-2.2%	-7.9%	-4.0%	-0.9%	-11.5%	7.8%
O=C(N/N=C/c1ccc(F)cc1)c1ccc(Br)cc1	12.5%	3.7%	-6.9%	11.7%	3.0%	-3.2%	-4.5%
CC(=O)Oc1ccc(C(=O)[C@H]2[C@H]3C(=O)N(c4ccc(C)cc4C)C(=O)[C@H]3[C@@H]3C=CC=NN32)cc1	nt	nt	-5.6%[9.22 µM]	9.1%[10 µM]	-18.8%	-3.7%	-21.9%
C=CCN(CC=C)C(=O)C(=O)c1ccn(-c2c(C)csc2C(=O)OC)c1	nt	nt	-14.1%[9.22 µM]	22.1%[10 µM]	1.8%	-1.3%	-4.3%
CCOC(=O)c1c(C)[nH]c(C(=O)CC(=O)OC)c1C	nt	13.6%	nt	nt	-0.2%	0.7%	5.4%
COc1ccc2[nH]c(=O)c(CN(Cc3ccccc3)C(=S)NCC3CCCO3)cc2c1 (stereo not drawn)	?	-0.8%	-17.9%[9.22 µM]	-4.7%[10 µM]	6.8%	-7.1%	-9.7%
CCOC(=O)/C(=C/c1c(C)n(C)c2ccc([N+](=O)[O-])cc12)C(C)=O	?	-3.1%	-10.3%	nt	4.9%	-1.9%	10.2%
CN(NC(=O)COc1ccccc1)c1ccccc1	-1.6%	5.5%	?	6.2%[10 µM]	-6.0%	-3.6%	-1.8%
Cc1ccccc1C(=O)Nc1ccccc1C(=O)N/N=C\c1ccco1	6.1%	-6.9%	3.8%	-22.4%	3.7%	7.2%	-5.4%
CCc1cc(C(=O)N2CCCC(CCC(=O)N3CCN(c4ccccn4)CC3)C2)no1 (stereo not drawn)	14.8%[46 µM]	3.1%	20.4%[9.22 µM]	20.9%[10 µM]	-0.1%	-0.4%	6.1%
Nc1[nH]ncc1N=Nc1ccc(Cl)cc1	11.3%	-17.6%	6.3%[9.22 µM]	-6.4%	-0.9%	-13.1%	-26.7%
CCOC(=O)c1ccc(-n2c(CC)nc3ccccc3c2=O)cc1	11.7%[9.22 µM]	3.0%	-11.0%	-29.2%	4.5%	0.6%	-5.9%
O=C(COC(=O)/C=C/c1ccc(OC(F)F)cc1)NCCN1C(=O)CSC1=O	1.9%[46 µM]	10.4%	13.7%	?	14.5%	3.0%	-10.2%
CCOc1cc(C)nc(N2CCN(C3CCCCC3)CC2)n1	5.9%	-1.6%	-14.8%	-7.4%	-3.2%	1.8%	7.7%
COc1ccc(CCNC(=O)CC2SC(=NCCc3ccccc3)NC2=O)cc1OC (stereo not drawn)	4.9%	?	15.4%	-5.7%[10 µM]	-7.9%	5.7%	-3.6%
CCOC(=O)C1(CCOc2ccccc2)CCN(Cc2cnc(SC)nc2)CC1	nt	1.4%	-19.9%[9.22 µM]	-11.4%[10 µM]	6.0%	-0.6%	4.2%
CC(C)N(C(=O)CSc1nc2ccccc2c(=O)[nH]1)C(C)C	?	-7.3%	6.9%[9.22 µM]	10.4%[10 µM]	3.5%	6.6%	-4.9%
Clc1ccsc1-c1csc(-c2cccnc2)n1	14.7%	-7.5%	-9.0%	-24.7%	3.1%	-8.4%	-0.7%
CC(=O)c1ccc(Nc2cc(C)nc3c(C)cccc23)cc1	nt	3.9%	4.2%[9.22 µM]	17.1%[10 µM]	1.4%	-1.1%	-15.7%

Among those listed so far, 2 contain two or more sulfur atoms:
SMILES	LMNA splice mod	GAA inh	HTT aggregate	HTT cytoprotect	CBFb-RUNX1 inh	aGlu spleen mod	GAA glycogen mod
CCOC(=O)c1sc(NC(=O)CSc2nc3c(c(=O)n2-c2ccc(C)cc2)SCC3)c(C(=O)OCC)c1C	?	-5.0%	-2.3%	nt	15.4%[2.36 µM]	-20.8%	-13.1%
Clc1ccsc1-c1csc(-c2cccnc2)n1	14.7%	-7.5%	-9.0%	-24.7%	3.1%	-8.4%	-0.7%

Next part:
SMILES	LMNA splice mod	GAA inh	HTT aggregate	HTT cytoprotect	CBFb-RUNX1 inh	aGlu spleen mod	GAA glycogen mod
CC(=O)N/C(=C\c1ccccc1)C(=O)OCC(=O)NC(C)C12CC3CC(CC(C3)C1)C2 (stereo not drawn)	-12.0%	0.8%	1.2%	-34.1%[1.9 µM]	-5.0%	-5.3%	6.9%
CC(C)=CCC1=C(O)[C@](O)(CC=C(C)C)C(=O)C(C(=O)CC(C)C)=C1O	nt	nt	nt	-10.3%	-3.0%	3.0%	nt
O=C(CCn1c(=S)[nH]c2ccccc2c1=O)N1CCOCC1	5.0%	-2.0%	-12.5%	-19.0%[10 µM]	-12.1%	1.1%	-4.2%
COc1ccc(-c2ccc(C#N)c(SCC(=O)OCc3ccccc3)n2)cc1OC	-4.2%	?	-0.7%	8.5%	?	24.2%	-0.2%
CCOC(=O)c1c(O)c2ccccc2oc1=O	nt	1.4%[15.4 µM]	-3.2%[9.22 µM]	1.4%[10 µM]	-1.8%	4.4%	4.1%
NNC(=O)c1cccc(Cn2cc(Br)c([N+](=O)[O-])n2)c1	nt	nt	5.3%[9.22 µM]	1.6%[10 µM]	2.1%	0.5%	-10.7%
CCn1c(NCc2ccco2)nc2ccccc21	26.2%[46 µM]	1.2%	-10.3%	-31.3%[inhibitor]	-1.6%	4.7%	-3.4%
O=C(Nc1cccc(-c2nc3cccnc3s2)c1)c1cccnc1Cl	nt	nt	-0.4%[9.22 µM]	21.9%[10 µM]	6.9%	4.3%	2.0%
CCOC(=O)Cn1cc(/C=N/NC(=O)c2cc3ccccc3o2)c2ccccc21	nt	nt	-10.9%[9.22 µM]	-33.7%[10 µM]	5.5%	5.0%	-0.7%
CC1CC(=O)Nc2ccccc2S1(=O)=O (stereo not drawn)	1.4%	-1.1%	14.3%	-2.4%	0.0%	-6.8%	8.4%
COC(=O)[C@@H]1C=C[C@H](C)[C@H](CCOc2ccccc2)O1	nt	nt	nt	2.3%	-7.7%	-0.7%	nt
CC1CCCCC1NC(=O)CCCc1nc2ccccc2c(=O)[nH]1 (stereo not drawn)	19.8%	-4.5%	9.9%	-9.2%[1.9 µM]	3.5%	-1.0%	0.9%
Cc1ccc(CCC2C3=C(CCCC3=O)OC3=C2C(=O)CCC3)cc1	?	-15.7%	-0.4%	-6.9%	-2.2%	-1.1%	6.9%
CC1(C)C(O)=C(c2nc3ccccc3[nH]2)C(=N)N1c1ccccc1	?	7.4%	-4.3%	-4.8%	-1.4%	-0.5%	-2.8%
O=C(COC(=O)CN1C(=O)c2cccc([N+](=O)[O-])c2C1=O)NC1CCS(=O)(=O)C1 (stereo not drawn)	nt	nt	-9.7%[9.22 µM]	3.0%[10 µM]	-1.2%	0.8%	6.0%
Cc1ccc(-c2[nH]c(-c3ccc(Cl)cc3)nc2SCC(=O)NCC2CCCO2)cc1 (stereo not drawn)	2.5%	5.2%	7.3%	nt	3.1%[2.36 µM]	-4.0%	0.0%
Cc1noc(C)c1CSc1nc2ccccc2[nH]1	4.5%	-8.7%	-7.5%	-1.7%[10 µM]	4.5%	-11.2%	1.8%
COc1ccc(S(=O)(=O)N(C)CC(=O)NCc2cccnc2)cc1	9.8%	1.0%	-11.2%	-2.8%[10 µM]	3.7%	5.4%	-2.2%
O=C(CSc1nnc(Cc2ccccc2)o1)Nc1ccc(Br)cn1	-4.7%	-0.5%	-10.4%	11.9%	3.3%	0.9%	3.7%
CC1CCN(C2CCN(S(=O)(=O)c3ccc(F)cc3)CC2)CC1	12.5%	2.0%	?	10.5%[10 µM]	12.2%	-3.0%	2.7%
CC(=O)c1ccc(N2CCN(C(=O)c3ccc4ccccc4n3)CC2)cc1	?	-8.5%	13.6%	-32.7%	2.3%	3.4%	2.4%

Compound activity from PubChem BioAssay.
